# EPAC1 agonist = qHTS for Agonist of cAMP-regulated guanine nucleotide exchange factor 3 (EPAC1): primary screen | Rap guanine nucleotide exchange factor 3 (Homo sapiens), O95398 | EPAC1 agonist qHTS, biochemical assay; response scale: 100% = response to 6.5 mM cAMP | Potency, µM (series often up to 154 µM), inactives show at the top dose activation, actives largely listed as activators | actives 0.073% (n = 360,000); also: nearly all actives have a fitted effect of over 60% in size
# Target sequence (O95398 whole entry, looked up): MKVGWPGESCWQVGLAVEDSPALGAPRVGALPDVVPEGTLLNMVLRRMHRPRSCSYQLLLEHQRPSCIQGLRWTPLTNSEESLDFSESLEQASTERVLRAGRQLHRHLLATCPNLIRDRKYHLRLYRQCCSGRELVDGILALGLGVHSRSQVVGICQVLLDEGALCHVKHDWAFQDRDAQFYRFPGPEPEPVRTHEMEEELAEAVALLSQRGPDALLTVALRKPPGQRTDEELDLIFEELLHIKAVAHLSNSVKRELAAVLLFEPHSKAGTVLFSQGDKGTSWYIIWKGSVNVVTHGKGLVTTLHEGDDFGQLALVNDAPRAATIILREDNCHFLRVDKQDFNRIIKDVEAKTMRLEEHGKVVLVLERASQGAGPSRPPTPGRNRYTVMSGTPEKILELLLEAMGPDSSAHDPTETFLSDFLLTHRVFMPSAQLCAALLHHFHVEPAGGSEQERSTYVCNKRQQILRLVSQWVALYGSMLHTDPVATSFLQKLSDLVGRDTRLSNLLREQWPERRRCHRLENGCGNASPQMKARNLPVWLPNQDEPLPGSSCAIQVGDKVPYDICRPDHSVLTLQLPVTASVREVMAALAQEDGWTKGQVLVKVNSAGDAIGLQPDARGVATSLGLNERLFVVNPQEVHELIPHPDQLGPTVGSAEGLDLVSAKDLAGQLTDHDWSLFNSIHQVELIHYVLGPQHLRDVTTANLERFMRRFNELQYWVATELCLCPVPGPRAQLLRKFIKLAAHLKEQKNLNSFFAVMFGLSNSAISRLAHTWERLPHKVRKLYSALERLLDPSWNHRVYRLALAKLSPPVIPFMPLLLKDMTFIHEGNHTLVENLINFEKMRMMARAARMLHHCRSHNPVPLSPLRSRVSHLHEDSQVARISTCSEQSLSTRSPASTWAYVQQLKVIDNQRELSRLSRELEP
#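 Fluorescent GDP-exchange assay: 100 nM EPAC1 with 250 nM Rap1B preloaded with BODIPY-GDP and 50 uM GDP; compounds tested as concentration series, 5 min at room temperature, then read every 5 min for 30 min (ex 480/em 540 nm); normalized to 6.5 mM cAMP.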
# TDP-43 yeast inh = qHTS of TDP-43 Inhibitors; TDP-43 expressing yeast growth rescue, BacTiter-Glo, 24 h; Potency, µM (doses to about 46.1 µM), without a hit: top-dose growth rescue (activation), most hits filed as activators; actives 1.8% (n = 410,000); AID 652104, 2013; also: % of control where 0% means no effect; nearly all actives have a fitted effect of over 50% in size
#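 Galactose-induced TDP-43 yeast, OD600=0.02, compound pinned; 24 hr, 30 deg C; BacTiter-Glo luminescence for growth. Inhibitors of TDP-43 toxicity read as activators.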
# PTHR1 agonist = qHTS for PTHR1 Agonists: Primary Screen; HEK293 GP2 PTHR1 cells, GloSensor cAMP luminescence, 1 h; Potency, µM (series often up to 115 µM), inactives show top-dose activation, most hits filed as activators; actives 0.075% (n = 410,000); AID 743266, 2014; also: nearly all actives have a fitted effect of over 55% in size; some results filed as inactive show a strong effect at the top dose; inactives centre near -15; many of its hits are not listed in these tables
#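 HEK-293-derived GP2 cells expressing PTHR1 and a GloSensor cAMP reporter, 3,000/well, plated overnight, given luciferin plus IBMX (each 0.5 mM as added) for 1 h at 37 °C, then compound for 1 h at 37 °C. Luminescence was read after 15 min at room temperature.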
# EPAC2 antagonist = qHTS for Antagonist of cAMP-regulated guanine nucleotide exchange factor 2 (EPAC2): primary screen | actives 0.18% (n = 360,000) | Potency, µM (doses to about 114 µM), without a hit: top-dose activity, negative = inhibition, hits mostly inhibitors | EPAC2 GEF exchange of Rap1B-BODIPY-GDP, fluorescence; also: % is scaled to controls: 0 for no effect and ±100 for the full control effect; nearly all actives have a fitted effect of over 45% in size; many of its hits are not listed in these tables
# FUS yeast rescue = qHTS for Suppressors of FUS Proteinopathy: Primary screen using FUS-linked yeast assay; S. cerevisiae FUS-expressing, growth rescue, OD600, 24 h; Potency, µM (highest dose often 76.6 µM), inactives show top-dose growth rescue (activation), most hits filed as activators; actives 0.24% (n = 390,000); AID 1347120, 2019;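 also: plate controls were DMSO vehicle for no effect and reference control for full effect; nearly all actives have a fitted effect of over 55% in size; some results filed as inactive show a strong effect at the top dose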
#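 Galactose (2%) drives FUS expression in yeast precultured in raffinose; seeding density OD 0.005. Test compounds incubated 24hr at 30C and 99% humidity before absorbance at 600 nm was measured.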
# aSyn yeast inh = qHTS of alpha-syn Inhibitors | Potency, µM (series often up to 46.1 µM), inactives show at the highest dose growth rescue (activation), actives largely listed as activators | Yeast expressing alpha-synuclein, growth rescue, BacTiter-Glo, 24 h | actives 0.14% (n = 370,000); also: % of control where 0% means no effect; nearly all actives have a fitted effect of over 65% in size
#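 Readout is rescue of growth in alpha-synuclein-expressing yeast, so inhibitors of toxicity appear as activators. Growth after 24 hr at 30 deg C in galactose medium is quantified by luminescence.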
# EPAC2 agonist = qHTS for Agonist of cAMP-regulated guanine nucleotide exchange factor 4 (EPAC2): primary screen; Rap guanine nucleotide exchange factor 4 (Homo sapiens), Q8WZA2; EPAC2 activation, biochemical qHTS; response scale: 100% = 6.5 mM cAMP response; Potency, µM (doses to about 154 µM), for inactives: at the highest dose activation, usual class: activators; actives 0.079% (n = 360,000); also: nearly all actives have a fitted effect of over 50% in size
#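 EPAC2 (100 nM) mixed with Rap1B loaded with BODIPY-GDP (250 nM) plus 50 uM unlabeled GDP; compounds pinned in, 5 min RT, then read every 5 min for 30 min (ex 480, em 540 nm). Normalized to cAMP control.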
# EPAC1 antag = qHTS for Antagonist of cAMP-regulated guanine nucleotide exchange factor 3 (EPAC1): primary screen; EPAC1 GEF assay, Rap1b-BODIPY-GDP exchange fluorescence; Potency, µM (highest dose often 115 µM), inactives show at the highest dose activity change, negative = inhibition, usual class: inhibitors; Rap guanine nucleotide exchange factor 3 (Homo sapiens), O95398; AID 720709, 2013; actives 0.14% (n = 360,000);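 also: plate controls were vehicle for no effect and positive control for full effect; nearly all actives have a fitted effect of over 50% in size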
# Numbers without * were called inactive; i = inactive; ? = inconclusive; · = no result given; [ ] = another dose, or the depositor's remark. Calls follow the shape of the dose curve; as a rule, active = well fitted curve in the direction sought with a large enough effect; inconclusive = small, poorly fitted or top-dose-only effect, or another doubt; inactive = no such curve, though single readings can be large; an effect the other way counts as inactive or inconclusive. Potency is read from the fitted curve at half-maximal effect.
SMILES | EPAC1 agonist | TDP-43 yeast inh | PTHR1 agonist | EPAC2 antagonist | FUS yeast rescue | aSyn yeast inh | EPAC2 agonist | EPAC1 antag
O=C(COC(=O)c1ccc(Cl)cc1Cl)Nc1cccc(S(=O)(=O)NC2=NCCC2)c1 | -2.0% | 3.4% | 13.6% | -9.1% | 43.8% | -0.5%[1.84 µM] | 11.2% | 10.2%
O=C(CSc1nnc(Cc2cc(=O)[nH]c(=O)[nH]2)n1-c1ccccc1)N1CCCc2ccccc21 | 1.1% | -8.3% | i | 11.9% | 31.3% | -7.2% | -4.5% | 7.2%
CCOc1ccc(C(C(=O)NC2CCCCC2)N(CCOC)C(=O)c2snc(C(N)=O)c2N)cc1 (configuration not stated) | 0.1% | -14.0% | i | -3.0% | 22.9% | 0.6% | 4.7% | -26.4%
Cc1nc2cc(NCc3nc4ccccc4n3Cc3ccccc3)ccc2n1C | 0.6% | -11.3% | -24.5% | -2.8% | · | -7.9% | -0.2% | -6.5%
Nc1nc(SCC(=O)Nc2ccc(F)cc2)[nH]c(=O)c1NC(=O)c1ccc(F)c(F)c1 | 4.2% | 3.7% | i | 5.3% | -0.9% | 1.7% | 0.6% | 2.2%
N=c1c2c(-c3ccccc3)c(-c3ccccc3)n(Cc3ccco3)c2ncn1CCCN1CCOCC1 | -5.5% | -11.2% | -13.4% | 2.5% | 13.5% | 25.9% | 0.2% | -4.6%
CC(C)C(NC(=O)C1CCCCC1)C(=O)NCc1ccccn1 (configuration not stated) | 0.8% | -5.5% | i | 3.9% | 5.3% | -3.0% | 7.9% | 10.2%
COc1ccc(NC(=O)CN(c2ccc(C)cc2)S(=O)(=O)c2c(C)nn(C)c2C)cc1OC | 2.0% | 3.4% | i | -3.3%[57.1 µM] | 27.6% | -13.2% | -10.0% | 1.2%
C=CCNS(=O)(=O)c1cc(S(=O)(=O)NCC=C)c(OC)cc1OC | 5.0% | 3.8% | -5.0% | -5.3% | -9.9% | -6.0% | 14.1% | -9.7%
Cc1cc(/C=C(\C#N)C(=O)N2CCOCC2)c(C)n1C1CCCC1 | 11.1% | 19.5% | -34.9% | 11.0% | 8.5% | 7.5% | 11.7% | -5.1%
Cc1csc2nc(CNS(=O)(=O)c3ccc4c(c3)OCCO4)cn12 | -4.0% | 4.1% | -7.4% | -0.5% | -8.6% | -1.2% | 16.8% | 17.0%
COc1ccccc1-c1coc2c(CN3CCOCC3)c(O)ccc2c1=O | 8.4% | 0.5% | -10.8% | 19.4% | -14.6% | -0.1% | 1.2% | 20.1%
COc1ccc(/C=N/n2c(C)nc3sc(C)c(C)c3c2=O)cc1 | 11.2% | -9.9% | -42.1%[inhibitor] | 6.2% | 0.9% | 0.0% | 4.5% | -7.8%
Cc1cc(C)cc(NC(=S)Nc2ccc3cn[nH]c3c2)c1 | 6.1% | 0.0% | i | 4.2% | · | 0.6% | -4.4% | -23.2%
CCc1ccccc1N1C(=O)C2C3CC(=O)C(c4ccccc43)C2C1=O (configuration not stated) | 7.6% | 20.2% | i | 0.3% | 12.7% | 11.1% | 13.9% | -4.4%
c1ccc(-c2cnnc(N3CCOCC3)n2)cc1 | 0.9% | 23.3% | -0.2% | 5.5% | -5.0% | -1.3% | 6.1% | -18.1%
COc1ccc(OC)c(-c2csc(-c3cccs3)n2)c1 | 16.0% | -13.1% | -5.1% | -12.9% | 16.2% | -12.3% | 20.5% | -11.9%
Cc1nc2c(OCc3ccc(C#N)cc3)cccn2c1N(C)Cc1cccs1 | 4.8% | 23.4% | -59.0%[inhibitor] | -29.7% | -4.8% | 1.9% | 13.3% | -13.1%
CC(=O)C1=C(C)NC(SCC(=O)c2ccc(Cl)cc2Cl)=C(C#N)C1c1ccco1 (configuration not stated) | 21.4% | -1.3% | i | -2.9% | 3.9% | -10.1% | 26.4% | -10.5%
O=C(O)C1=CCC=CC1C(=O)O (configuration not stated) | 3.9% | -2.2% | -15.8% | 25.9% | -21.3% | 1.1% | 5.4% | -4.5%
CC(=O)c1cccc(NC(=O)CSc2nc(=O)n(CCCN3CCOCC3)c3c2CCC3)c1 | -0.7% | 23.7% | -26.8% | 3.4% | -1.2% | -1.3% | -2.4% | 7.7%
CCCC(=O)OC(C(=O)Nc1cc(C(F)(F)F)ccc1Cl)c1ccccc1 (configuration not stated) | -5.5% | 8.4% | i | -14.1% | · | 4.9% | -2.2% | -14.4%
Cc1nc2ccc(NC(=O)NCc3ccco3)cc2s1 | 11.0% | -10.9% | -32.2%[inhibitor] | -10.0% | 33.1% | 2.4% | 7.7% | -13.8%
CCOC(=O)c1c(C)n(C)c2cc(-c3ccc(C)cc3)c(O)cc12 | -4.0% | -19.2%[0.397 µM] | i | -3.4% | 0.9% | -4.8% | -0.5% | -9.2%
O=c1[nH]c(-c2ccccc2O)nc2c1CCCC2 | -3.4% | 1.9% | -29.9%[57.5 µM] | 6.2% | -21.5% | -9.0% | 2.5% | 1.1%
c1ccc(-n2c(SCc3nc(-c4cccs4)no3)nnc2-c2ccco2)cc1 | 19.5% | ? | i | -6.5% | -0.7% | -8.0% | 13.8% | 8.3%
CNc1nc(SCc2ccccc2Cl)nc2c1CCCC2 | 20.5% | -67.2%[inhibitor] | -3.9%[57.5 µM] | ? | ? | -39.9%[inhibitor] | 15.1% | -21.3%
O=C(NNC(=O)c1ccncc1)Nc1ccc(N=Nc2ccccc2)cc1 | 6.2% | 6.8% | i | 1.9% | · | 9.7% | 6.9% | -0.7%
O=C1NC(=Nc2cccnc2)S/C1=C/c1ccc(F)cc1 | 5.3% | -8.5% | -10.3% | -2.5% | -11.7% | 1.4% | 2.1% | -5.1%
NC(=O)CSc1nc2cc3c(cc2c(=O)n1CCCC(=O)NCc1ccc2c(c1)OCO2)OCO3 | 2.2% | 0.3% | i | 12.2% | 11.6% | -6.8% | 4.6% | 12.0%
Cc1c(Cl)c([N+](=O)[O-])nn1CC(=O)NCc1ccc(Cl)cc1 | -0.2% | -0.9% | -1.4% | 26.4% | -11.1% | -2.4% | 9.0% | -1.5%
O=C1CC(c2cccc([N+](=O)[O-])c2)c2cc3c(cc2N1)CCC3 (configuration not stated) | -16.0% | 20.3% | i | -24.8% | -6.4% | 0.8% | -5.0% | 5.2%
COc1ccc(C)cc1N(CC(=O)N1CCOCC1)S(C)(=O)=O | 7.2% | 5.0% | i | 2.4% | -23.4% | -6.2% | -1.3% | 13.4%
CCOC(=O)C1=CN2CCCC[C@@H]2CC1=O | -3.8% | -11.4% | -0.2% | 21.5% | -7.5% | -1.8% | 10.2% | 9.4%
C/C(=N/NC(=O)CNC(=O)c1ccccn1)c1cccc([N+](=O)[O-])c1 | -2.5% | 13.7% | i | 5.7% | 18.4% | 2.9% | -7.4% | -8.7%
O=C(Nc1ccc(CN2CCCCC2)cc1)c1sc2ccccc2c1Cl | -2.1% | -34.1%[inhibitor] | -7.8% | -1.2% | 26.9% | 0.7% | 0.8% | ?
Cc1cccc(-n2cc[nH]c2=S)c1 | -2.9% | 16.1% | i | 12.1% | -30.5% | -15.4% | 0.0% | 3.2%
CCc1nc(NCC2CCCO2)c(C#N)c2c1COC(C)(C)C2 (configuration not stated) | -1.5% | 16.9% | i | -0.7% | 21.8% | 4.6% | -14.9% | 6.2%
Cc1ccc(NS(=O)(=O)c2ccc(-c3ccc(=O)[nH]n3)o2)c(C)c1 | 3.2% | -1.8% | i | -5.8% | -11.9% | -3.9% | 9.4% | -3.7%
CCCCC(=O)C1CCN(Cc2ccccc2)CC1 | 6.1% | 3.3% | i | 4.1% | 3.2% | 2.3% | -6.3% | 16.1%
C/C(N)=C(/C#N)C(=O)COC(=O)CCC1CCCC1 | 11.6% | 0.0% | i | -2.0% | 12.3% | 1.9% | -4.0% | -11.6%
COC(=O)Cc1[nH]nc2c1C1(CCSCC1)C(C#N)=C(N)O2 | 2.7% | -17.2% | i | 6.8% | -16.7% | 12.1% | -6.6% | 3.7%
C[C@]12c3[nH]c4ccccc4c3CCN1C(=O)C(CC(=O)NCCCn1ccnc1)C[C@@H]2C(=O)N1CCCCC1 (some centres not stated) | -11.6% | -17.0% | i | -1.1% | -13.5% | -2.0% | 9.6% | -1.8%
CCN1C(=O)[C@H]2[C@H]3CN=C(SCc4ccccc4)N3[C@@](CC)(C(=O)OC)[C@H]2C1=O | -4.9% | 11.6% | -17.6% | -6.6% | -19.1% | -2.0% | 5.7% | -6.1%
CC(C)CC(=O)NC(=S)Nc1ccccn1 | -0.7% | ? | i | 1.5% | 11.0% | 2.0% | 2.8% | 7.3%
COc1ccc(N(CC(=O)O)S(=O)(=O)c2ccccc2[N+](=O)[O-])c(OC)c1 | -2.7% | -20.9% | -7.0% | 22.6% | -3.2% | -4.9% | -0.9% | 3.8%
CCN(CC)CCC(=O)N1c2ccccc2CCc2ccc(NC(=O)OC)cc21 | 1.4% | 0.0% | -12.8% | 27.7% | -13.0% | 0.0% | 5.5% | 3.8%
COC(=O)[C@@H]1C(c2ccccc2)(c2ccccc2)[C@@]1(C)C(=O)OC | 0.0% | -19.4% | i | 0.3% | -11.2% | 6.9% | 6.2% | 4.1%
O=[N+]([O-])c1ccc(Cc2ccncc2)cc1 | 1.1% | -17.6% | -28.1% | -11.1% | -0.7% | -2.2% | -2.6% | 0.4%

# Retrieved by compound from above:
SMILES | EPAC1 agonist | TDP-43 yeast inh | PTHR1 agonist | EPAC2 antagonist | FUS yeast rescue | aSyn yeast inh | EPAC2 agonist | EPAC1 antag
O=C(Nc1ccc(CN2CCCCC2)cc1)c1sc2ccccc2c1Cl | -2.1% | -34.1%[inhibitor] | -7.8% | -1.2% | 26.9% | 0.7% | 0.8% | ?
NC(=O)CSc1nc2cc3c(cc2c(=O)n1CCCC(=O)NCc1ccc2c(c1)OCO2)OCO3 | 2.2% | 0.3% | i | 12.2% | 11.6% | -6.8% | 4.6% | 12.0%

# Four of the entries above in order of the EPAC2 antagonist value, low to high.
SMILES	EPAC2 antagonist
CC(C)CC(=O)NC(=S)Nc1ccccn1	1.5%
COc1ccc(C)cc1N(CC(=O)N1CCOCC1)S(C)(=O)=O	2.4%
C/C(=N/NC(=O)CNC(=O)c1ccccn1)c1cccc([N+](=O)[O-])c1	5.7%
CCOC(=O)C1=CN2CCCC[C@@H]2CC1=O	21.5%

# Screening data deposited in PubChem by National Center for Advancing Translational Sciences (NCATS).

# Only part of the results is shown, so the mix of outcomes need not match the whole.
